BRCA1 expr act – increases BRCA1 expression; MCF7-BRCA1-FFLuc reporter, luminescence, 48 h; response scale: scaled: vehicle 0%, 10 µM genistein 100%; Potency, µM (top dose mostly 46.1 µM), for inactives: at the highest dose activation, actives largely listed as activators; hit rate 1.1% among 380,000; AID 624202; note: potency is the fitted concentration of half-maximal effect; nearly all actives have a fitted effect of over 80% in size; some results filed as inactive show a strong effect at the top dose
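MCF7-BRCA1-FFLuc, 2000 cells/well; 2 h attach, 37 °C/5% CO2; compound 48 h; luciferase substrate 15 min; luminescence end-point. Norm. to genistein 10 microM max activation and DMSO; concentration-response curves fitted.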
VP16 counter – Gal4-VP16 reporter inhibition counter-screen; hit rate 3.5% among 310,000; Potency, µM (top dose mostly 53.6 µM), inactives show at the highest dose activity, negative = inhibition, usual class: inhibitors; AID 2546; Drosophila S2 Gal4-VP16 UAS-luciferase, luminescence, 20 h;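 note: Gal4-VP16 expression switched on by copper sulfate through the metallothionein promoter; potency is the fitted concentration of half-maximal effect; % is set by controls: 0 for no effect and ±100 for the full control effect; nearly all actives have a fitted effect of over 50% in size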
ELG1 genotoxic – induces genotoxicity in HEK293T cells with luciferase-tagged ELG1; AID 504466; hit rate 1.3% among 330,000; Potency, µM (titrated, usually from 46 µM), without a hit: at the highest dose activity change, positive = activation, actives largely listed as activators; HEK293T ELG1-luciferase reporter, luminescence, 16 h; note: potency is the fitted concentration of half-maximal effect; % of control where 0% means no effect; nearly all actives have a fitted effect of over 60% in size
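16 hr compound incubation (37 °C, 5% CO2) of HEK293T cells carrying luciferase-tagged ELG1; luciferase then measured by ONE-Glo luminescence after 30 min at RT.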
Giardia kill – kills Giardia lamblia | Giardia lamblia trophozoite viability | activity change, % at 7.66 µM, hits read low | hit rate 0.15% among 340,000 | AID 540267; in the data active = activity change below about -80%; inconclusive = between about -30% and that limit;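 note: parasites exposed to compound for two days anaerobically before the ATP read; % is set by controls: 0 for no effect and ±100 for the full control effect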
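Killing of trophozoites was scored by loss of ATP luminescence after a 48 hrs anaerobic exposure to compounds at 37 deg C, using 100 cells per well.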
Menin MLL FP TR – inhibitors of human menin-MLL interaction, mutant MLL peptide; O00255; AID 1768; Menin + Texas Red MLL mutant peptide, fluorescence polarization; Potency, µM (highest dose often 61.6 µM), for the others: at the top dose FP activity change, negative = inhibition, usual class: inhibitors; hit rate 0.23% among 270,000; active = well fitted inhibition curve with a large enough effect in the polarisation, with a control signal flat, not every such curve was filed as active; inconclusive = small, poorly fitted or top-dose-only effect, or effect the other way, or a change in a side signal; inactive = no such curve, though single readings can be large or run the other way; the % refers to the polarisation; note: potency is the fitted concentration of half-maximal effect; % of control where 0% means no effect; many of its hits are not listed in these tables
PKM2 act – PKM2 (human) enzyme activation; P14618; Potency, µM (series often up to 57.5 µM), inactives show at the top dose activation, most hits filed as activators; AID 1631; hit rate 0.34% among 260,000; purified PKM2, Kinase-Glo ATP luminescence, activation; response scale: 0% is enzyme alone, no compound; note: potency is the fitted concentration of half-maximal effect; % is set by controls: 0 for no effect and ±100 for the full control effect; nearly all actives have a fitted effect of over 55% in size
Target sequence (P14618 whole entry, looked up): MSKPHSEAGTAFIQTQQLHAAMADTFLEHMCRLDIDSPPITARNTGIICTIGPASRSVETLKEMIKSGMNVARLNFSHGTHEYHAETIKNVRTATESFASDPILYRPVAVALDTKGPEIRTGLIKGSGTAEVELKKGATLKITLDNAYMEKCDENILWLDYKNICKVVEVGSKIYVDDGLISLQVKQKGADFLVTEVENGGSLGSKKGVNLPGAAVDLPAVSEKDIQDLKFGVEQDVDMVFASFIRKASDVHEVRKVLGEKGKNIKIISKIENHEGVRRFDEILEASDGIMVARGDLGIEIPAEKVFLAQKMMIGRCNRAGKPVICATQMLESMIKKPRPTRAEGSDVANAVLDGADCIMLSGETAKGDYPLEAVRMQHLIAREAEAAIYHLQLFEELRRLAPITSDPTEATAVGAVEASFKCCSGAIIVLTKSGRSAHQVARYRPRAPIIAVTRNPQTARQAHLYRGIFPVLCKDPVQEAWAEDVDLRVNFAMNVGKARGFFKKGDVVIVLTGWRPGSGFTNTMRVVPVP
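Purified hPK-M2 (>95% pure) converted ADP (0.1 mM final) to ATP with 0.5 mM PEP in 50 mM imidazole pH7.2, KCl, MgCl2, Tween 20, BSA; 1 h at room temperature. ATP detected by Kinase-Glo luminescence.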
p53 reactivation – re-activators of mutant p53; H1299 p53-A138V BP100-luciferase reporter, luminescence, 24 h; Potency, µM (highest dose often 92.2 µM), for inactives: top-dose activity change, positive = activation, usual class: activators; hit rate 0.063% among 320,000; AID 504706; note: potency is the fitted concentration of half-maximal effect; % of control where 0% means no effect; nearly all actives have a fitted effect of over 45% in size
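H1299 (p53-null), stable ts p53-A138V + BP100-Luc; 1000 cells/well, Opti-MEM/10% FBS; cpd 4 pt, 1:5; 24 h, 37 deg C, 5% CO2; detection reagent 10 min RT; luminescence.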
NPC1 prom act – NPC1 promoter activation; Huh7 NPC1 promoter luciferase reporter, 24 h; Potency, µM (top dose mostly 9.22 µM), for the others: at the top dose activation, actives largely listed as activators; hit rate 2.4% among 320,000;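 note: potency is the fitted concentration of half-maximal effect; % of control where 0% means no effect; nearly all actives have a fitted effect of over 60% in size; reporter is driven by a mutant NPC1 promoter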
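Huh7 cells stably carrying NPC1 promoter–luciferase, plated in Opti-MEM with 10% FBS for 2 h, were exposed to compound in DMSO for 24 h at 37 °C; luciferase reagent was added for 10 min and luminescence read.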
FLuc counter – inhibits or activates purified firefly luciferase, miR-21 counter-screen; P08659; AID 588342; Potency, µM (titrated, usually from 57.5 µM), without a hit: at the highest dose activity change, negative = inhibition, hits mostly inhibitors; purified FLuc, Km substrates, luminescence inhibition; hit rate 6.9% among 360,000;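 note: potency is the fitted concentration of half-maximal effect; plate controls were vehicle for no effect and reference inhibitor for full effect; nearly all actives have a fitted effect of over 55% in size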
Target sequence (P08659 whole entry, looked up): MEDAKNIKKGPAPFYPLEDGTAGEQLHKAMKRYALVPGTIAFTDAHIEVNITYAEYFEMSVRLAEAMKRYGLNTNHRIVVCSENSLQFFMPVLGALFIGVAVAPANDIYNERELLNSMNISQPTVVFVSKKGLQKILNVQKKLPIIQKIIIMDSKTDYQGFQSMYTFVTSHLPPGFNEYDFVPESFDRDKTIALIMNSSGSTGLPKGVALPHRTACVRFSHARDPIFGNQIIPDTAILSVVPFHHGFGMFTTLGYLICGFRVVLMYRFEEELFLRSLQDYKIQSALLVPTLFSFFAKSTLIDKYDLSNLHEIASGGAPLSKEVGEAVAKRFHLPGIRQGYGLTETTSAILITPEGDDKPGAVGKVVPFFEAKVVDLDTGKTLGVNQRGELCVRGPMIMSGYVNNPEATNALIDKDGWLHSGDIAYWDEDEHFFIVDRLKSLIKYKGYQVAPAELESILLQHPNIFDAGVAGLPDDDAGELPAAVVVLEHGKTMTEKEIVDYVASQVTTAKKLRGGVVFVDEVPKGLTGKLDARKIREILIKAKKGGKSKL
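Biochemical qHTS of compounds, final roughly 60 µM downward over six points, against 10 nM purified firefly luciferase using Km concentrations of substrates (10 uM D-luciferin, 10 uM ATP) in Tris acetate pH 7.5 buffer; luminescence output.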
RORgamma inh – blocks mouse ROR gamma transcriptional activity; Potency, µM (series often up to 53.6 µM), without a hit: at the top dose activity change, negative = inhibition, usual class: inhibitors; AID 2551; hit rate 5.4% among 310,000; Drosophila S2 Gal4-RORgamma UAS-luciferase reporter, 20 h; note: potency is the fitted concentration of half-maximal effect; % is set by controls: 0 for no effect and ±100 for the full control effect; nearly all actives have a fitted effect of over 60% in size
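Luciferase reporter read in Schneider cells carrying Gal4-RORγ (mouse) and UAS-Photinus luciferase; cells given compound 1 h before 700 uM copper sulfate induction, then incubated 20 h at ambient temperature.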
Rab9 promoter act – activates the Rab9 promoter; hit rate 2.8% among 320,000; Huh7 Rab9 promoter-luciferase reporter, luminescence, 24 h; Potency, µM (top dose mostly 9.22 µM), without a hit: at the highest dose activation, negative = inhibition, usual class: activators; note: potency is the fitted concentration of half-maximal effect; % of control where 0% means no effect; nearly all actives have a fitted effect of over 60% in size
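Cell-based reporter: Huh7 stable for Rab9 promoter-driven luciferase, plated in reduced-serum medium with 10% FBS at 1500 cells/well, compound-treated 24 h at 37 °C, luminescence read after 10 min reagent.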
Numbers without * were called inactive; ? = inconclusive; nt = not tested or not shown; & = joins results of further samples; [ ] = remark or other dose. Unless noted, calls come from the whole dose curve; as a rule, active = well fitted curve in the direction sought with a large enough effect; inconclusive = small, poorly fitted or top-dose-only effect, or another doubt; inactive = no such curve, though single readings can be large; an effect the other way counts as inactive or inconclusive. This is a subset; the hit share may differ from the screen's.

SMILES	BRCA1 expr act	VP16 counter	ELG1 genotoxic	Giardia kill	Menin MLL FP TR	PKM2 act	p53 reactivation	NPC1 prom act	FLuc counter	RORgamma inh	Rab9 promoter act
O=C(c1cccnc1)N1CCN(C(=O)c2cccc(Cl)c2)CC1	11.2%	-4.6%	3.9%	-5.1	7.5%	?	14.3%	0.5%	1.9%	-42.7%[1.91 µM]	2.3%
COC(=O)c1ccc(COC(=O)c2ccc(N(C)C)cc2)cc1	5.01µM*	?	0.0%	-10.3	-22.6%	-13.3%	10.9%	?	-15.0%	-7.1%	21.1%
COc1ccnc(N=CNOCc2cccc(Cl)c2Cl)c1C#N	38.2%	12.6%	15.7%	-1.6	-10.1%	0.1%	4.1%	14.2%	?	12.2%	18.4%
CC(C)(CNC(=O)c1ccc(NS(=O)(=O)c2ccc(F)cc2)cc1)N1CCOCC1	-15.1%	-10.6%	-0.2%	-7.4	nt	nt	5.0%	-0.7%	-0.6%	-1.2%	-0.6%
COc1ccc(-n2c(CN3CCN(c4ccccc4OC)CC3)nc3ccc([N+](=O)[O-])cc3c2=O)c(OC)c1	-35.2%	20.1%	-8.5%	11.1	-8.5%	nt	-3.6%	4.2%	3.2%	-15.2%	-0.4%
CN(C)c1cc[n+](CC(=O)c2ccc(OC(F)F)cc2)cc1	-43.0%	?	-6.9%	-15.8	nt	-0.8%	-0.8%	-15.8%	-1.5%	-30.7%	-22.1%
Cc1nc(C(=O)N2CCCC(N3CCN(c4ccccc4C)CC3)C2)cs1 (configuration not stated)	-4.0%	-10.2%	-9.0%	6.8	nt	-0.8%	-17.4%	-3.1%	-0.8%	2.9%	-2.2%
O=C(NC(=S)Nc1ccc(S(=O)(=O)N2CCCCCC2)cc1)c1cccs1	-6.9%	6.31µM*	-3.0%	-1.4	1.8%	-6.8%	-3.8%	-3.7%	1.9%	2.82µM*	-13.3%
CC(NC(=O)Cn1c(NCCO)nc2ccccc21)c1ccccc1 (configuration not stated)	-3.4%	-4.3%	2.1%	10.8	-6.2%	-0.2%	-1.6%	-0.6%	-1.7%	-19.8%	2.0%
COc1ccc(-c2nn(-c3ccccc3)cc2/C=N/NS(=O)(=O)c2ccccc2)cc1	17.4%	-3.9%	4.2%	1.5	?	?	9.6%	-3.4%	?	?	-2.3%
Cc1cccc(C)c1OCc1nnc(SCC(=O)Nc2nccs2)n1-c1ccccc1	-30.8%	?	nt	-15.6	0.4%	-3.0%	nt	nt	0.0%	?	nt
Cc1ccc(-c2cc(C(=O)N/N=C/c3c[nH]c4ccccc34)[nH]n2)cc1	9.4%	?	-1.3%	-14.1	?	-15.1%	?	-19.1%	10.7µM*	18.8%	-16.8%

Among those listed so far, two contain two or more sulfur atoms.
SMILES	BRCA1 expr act	VP16 counter	ELG1 genotoxic	Giardia kill	Menin MLL FP TR	PKM2 act	p53 reactivation	NPC1 prom act	FLuc counter	RORgamma inh	Rab9 promoter act
O=C(NC(=S)Nc1ccc(S(=O)(=O)N2CCCCCC2)cc1)c1cccs1	-6.9%	6.31µM*	-3.0%	-1.4	1.8%	-6.8%	-3.8%	-3.7%	1.9%	2.82µM*	-13.3%
Cc1cccc(C)c1OCc1nnc(SCC(=O)Nc2nccs2)n1-c1ccccc1	-30.8%	?	nt	-15.6	0.4%	-3.0%	nt	nt	0.0%	?	nt

Further results.
SMILES	BRCA1 expr act	VP16 counter	ELG1 genotoxic	Giardia kill	Menin MLL FP TR	PKM2 act	p53 reactivation	NPC1 prom act	FLuc counter	RORgamma inh	Rab9 promoter act
O=C(Nc1ccc(S(=O)(=O)N2CCCC2)cc1Cl)C1=COCCO1	-6.3%	10.2%	1.1%	?	-7.5%	3.6%	2.2%	-1.5%	-1.3%	-10.5%	2.7%
COc1ccc(N(CC(=O)N2CCC(C)CC2)S(=O)(=O)c2c(C)nn(C)c2C)cc1	0.3%	-5.7%	1.4%	-17.5	0.3%[11.7 µM]	-2.4%	4.5%	-0.6%	2.1%	24.8%	3.9%
CCCCOC(=O)Nc1nnc(CCc2ccccc2)s1	-6.8%	-0.8%	-0.3%	-9.2	-3.8%	1.0%	-2.5%	-2.6%	0.4%	-0.4%	-4.3%
CCOC(=O)Cc1nnc(NC(=O)c2cccc(OCC)c2)s1	0.8%	0.4%	0.9%	-3.3	10.7%	-6.4%	2.6%	-0.4%	-17.7%	6.0%	-1.4%
COc1ccc(OC)c(N(CC(=O)NN=C2CCN(C)CC2)S(=O)(=O)c2ccccc2)c1	-13.5%	-2.6%	3.8%	0.6	-28.5%	nt	1.9%	0.1%	0.2%	-3.9%	9.7%
Cc1nnc(NC(=O)CSc2nnc(CNC(=O)c3ccc(S(=O)(=O)N(C)C)cc3)o2)s1	-6.1%	1.0%	1.0%	-4.5	-1.4%	1.8%	2.1%	-1.6%	0.7%	-40.8%	0.2%
O=C(C1CCCCC1)N1CCN(S(=O)(=O)c2cccc([N+](=O)[O-])c2)CC1	-1.2%	-3.0%	1.4%	3.4	nt	nt	17.1%	-2.4%	2.8%	-4.6%	-5.4%
O=C(NCc1ccco1)C1CCN(C(=O)c2cc3sccc3n2Cc2ccc(Cl)cc2)CC1	-91.0%[inhibitor]	?	-13.6%	4.1	10.3%	5.0%	-5.0%	0.1%	0.2%	?	1.3%
Cc1cc(C)c(C#N)c(SCC(=O)c2cc(C)n(CCc3ccccc3)c2C)n1	-31.4%	-20.9%	-9.5%	3.5	-20.2%	-2.3%	-3.0%	2.0%	-3.8%	7.5%	-3.9%
Cc1cccc(C)c1-n1c(SCC(=O)Nc2ccc(C(=O)O)cc2)nnc1-c1cccc(S(=O)(=O)N(C)C)c1	-1.9%	7.6%	1.2%	15.0	-1.2%	-12.6%	-1.9%	-2.3%	-19.3%&1.1%	-1.5%	4.6%
COc1cc([N+](=O)[O-])cc2cc(C(=O)NC(C)(C)C)c(=O)oc12	4.5%	8.2%	-0.3%	4.8	-3.2%	-2.7%	10.4%	-2.4%	-16.0%	-4.6%	-5.5%
CNC(=O)CSc1nc2c(c(=O)n(C)c(=O)n2C)n1Cc1ccc(C)cc1	-0.9%	-9.9%[0.365 µM]	?	1.3	-1.3%	0.5%	-7.8%	0.2%	3.5%	15.4%	0.4%
O=C(NCC1CCCO1)C1CCCN(Cc2cnn(-c3ccccc3)c2-n2cccc2)C1 (configuration not stated)	-0.2%	-16.2%	-1.5%	-5.2	-14.2%	-6.1%	4.6%	-1.5%	4.2%	-17.6%	-4.2%
CC(=O)N1CCN(C(C)=O)C1c1ccccc1	2.7%	-6.2%	-1.5%	9.0	-20.1%	-4.2%	11.4%	-1.1%	-2.7%	21.2%	-2.2%
O=[N+]([O-])c1cccc(-c2csc(Nc3ccccc3)n2)c1	-45.3%	?	2.7%	-11.3	?	7.1%	27.3%	3.7%	13.5µM*	?	?
C(=N\Nc1nc(N2CCOCC2)nc(N2CCOCC2)n1)/c1ccco1	nt	-10.2%	-3.4%	nt	0.6%	6.2%	-0.3%	-6.0%	3.7%	-9.3%	-0.2%
Cc1csc(NC(=O)CSc2nnc3ncccn23)n1	-2.6%	-3.9%	2.0%	3.5	-5.4%	26.6%	-3.8%	7.1%	-13.5%	42.1%	5.2%
COCCNC(=O)C(c1ccc(C)cc1)N(CCOC)C(=O)CCC(=O)Nc1ccccn1 (configuration not stated)	-10.3%	-1.8%	3.5%	8.2	-16.7%	-3.2%	13.9%	-2.0%	1.2%	-11.0%	-0.4%
COC(=O)c1ccc(C2C(Oc3ccccc3)C(=O)N2CCc2ccc(OC)c(OC)c2)cc1 (configuration not stated)	0.0%	?	1.4%	-10.6	7.0%	-0.7%	-1.2%	-8.2%	0.5%	?	1.2%
Cn1cnnc1SCc1ccc(C(=O)N/N=C/c2cccs2)cc1	86.9%	7.2%	11.0%	-3.9	6.4%	2.8%	3.8%	2.3%	16.9µM*	-12.9%	-22.9%
COc1ccc(-n2c(SCC(=O)c3c(N)n(C)c(=O)n(C)c3=O)nc3ccccc32)cc1	-2.2%	0.5%	1.0%	-3.2	-21.6%	1.7%	5.1%	1.2%	-3.1%	-16.6%	-1.3%
CC(C)OC(=O)CSc1nnc2c3ccccc3n(C)c2n1	-8.0%	-16.4%	?	9.5	-3.6%	3.0%	8.2%	-4.0%	4.2%	-11.6%	-2.0%
CCCc1ccc(-c2ccc(C(=O)O)cc2)nc1	-20.1%	?	?	9.3	8.8%	-14.0%	-3.5%	?	1.51µM*	?	0.398µM*

Assay outcomes: PubChem BioAssay, National Center for Advancing Translational Sciences (NCATS)
